Screening data deposited in PubChem BioAssay by National Center for Advancing Translational Sciences (NCATS).
Lipid storage S3: qHTS Assay for Lipid Storage Modulators in Drosophila S3 Cells | Drosophila S3 cells, BODIPY lipid droplet fluorescence, 18-24 h; cells fed with added oleic acid | lipid storage change, negative = inhibition, % at the top dose, mostly 46.1 µM; hits show Potency in µM | hit rate 0.64% among 320,000 | AID 2685; active means well fitted inhibition curve with a large enough effect in the signal ratio, with a control signal flat, not every such curve was filed as active; inconclusive means small, poorly fitted or top-dose-only effect, or effect the other way, or a change in a side signal; the % refers to the signal ratio
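Drosophila S3 cells got compounds at several concentrations plus oleic acid (400 uM solution). Laser-scanning cytometry with 488 nm excitation read lipid droplets at 500-530 nm and cells at 575-640 nm. Percent activity was relative to 20 uM Triacsin C.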
Lipid storage S3 cell count max: also measured in Lipid storage S3; calls as there; cell number change, %; measured here: cell count max response;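 cells counted by Cell Tracker Red CMTPX staining in the red channel; peak over a dose series mostly up to 46.1 µM; percent activity relative to internal control wells on each plate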
Numbers without * were called inactive; i = inactive; ? = inconclusive; nt = not tested or not shown. On the % scale 0 is the no-effect control and ±100 the full control effect; potency means the concentration at half of the fitted maximal effect. Not all compounds are listed. The share of hits here may be higher or lower than overall.

SMILES	Lipid storage S3	Lipid storage S3 cell count max
CCOC(=O)C1=C(C)NC(=O)CC1c1ccccc1 (centres undefined)	21%	-8
CN(C(=O)COc1cccc(Br)c1)C1CCS(=O)(=O)C1 (centres undefined)	?	nt
CCN1CCCC1CNC(=O)C(=O)NCc1ccccc1 (centres undefined)	-3%	-9
CC(C)c1ccc(NC(=O)C(c2ccc3c(c2)OCO3)N2CCCCC2)cc1 (centres undefined)	?	nt
Cc1ccc(NC(=O)C(C)OC(=O)Cn2cnc3ccccc3c2=O)cc1 (centres undefined)	i	nt
CCOC(=O)C1CCN(S(=O)(=O)c2ccc3[nH]c(=O)oc3c2)CC1	?	nt
CCCN(CCC)CCN1C(=O)C2C(C(=O)Nc3ccc(C)cc3)C3C=CC2(O3)C1C(=O)NC1CCCCC1 (centres undefined)	?	nt
Cc1cc(C)c2nc(N(CCN(C)C)C(=O)/C=C/c3cccs3)sc2c1	?	nt
Cc1ccc(NC2=NCCCCC2)cc1C	?	nt
O=C(CCNS(=O)(=O)c1cccs1)NCc1ccccc1	i	20
O=c1cc2c(nn1Cc1ccc(Cl)cc1)-c1ccccc1CC2	?	nt
CC1(C)Oc2ccc(/C=C/C(=O)N3CCOCC3)c(O)c2C(N2CCOCC2)C1O (centres undefined)	-8%	-8
CCc1ccc(/C=C2/SC(=S)N(CCC(=O)NCCCN3CCOCC3)C2=O)cc1	?	nt
O=C(NCC1CCCO1)c1ccc2c(c1)C(=O)N(C1CCCCC1)C2=O (centres undefined)	i	3
Oc1ccc2ccccc2c1CN1CCN(c2ccccc2F)CC1	21%	1
CCC(=O)Nc1ccc2c(c1)nc(CCN1CCN(c3ccccc3)CC1)n2C	-1%	-3
CC(=O)Nc1ccc(S(=O)(=O)Nc2ccccc2C(=O)N2CCCCC2)cc1	?	nt
COc1ccc2nc(NC(=O)c3ccoc3C)sc2c1	i	nt
Cc1ccc2c(c1)N(CCC(=O)NCc1cccs1)C(=O)C(C)O2 (centres undefined)	i	nt
O=C(COC(=O)Cc1ccc(Br)cc1)NCc1ccc(F)cc1	14%	nt

Of the compounds above, these have a halogen.
SMILES	Lipid storage S3	Lipid storage S3 cell count max
CN(C(=O)COc1cccc(Br)c1)C1CCS(=O)(=O)C1 (centres undefined)	?	nt
O=c1cc2c(nn1Cc1ccc(Cl)cc1)-c1ccccc1CC2	?	nt
Oc1ccc2ccccc2c1CN1CCN(c2ccccc2F)CC1	21%	1
O=C(COC(=O)Cc1ccc(Br)cc1)NCc1ccc(F)cc1	14%	nt

More records:
SMILES	Lipid storage S3	Lipid storage S3 cell count max
Cc1ccc(N2C(=O)CN(Cc3ccccc3)C2=S)cc1C	?	nt
O=Cc1c(NCc2ccc(F)cc2)c2ccccc2[nH]c1=O	-5%	2
C[C@H]1[C@H](NC(=O)C(=NOC(C)(C)C(=O)O)c2csc(N)n2)C(=O)N1S(=O)(=O)O	-3%	0
CCN(CC)S(=O)(=O)c1cccc(NC(=O)CC2CCCC2)c1	?	nt
C/C=C\C(=O)Nc1cccc(C2=NOC3(C2)C[C@@H](C(N)=O)N(C(=O)c2ccccc2)C3)c1 (some centres undefined)	-7%	-3
Cc1nc2ccccc2n1-c1nc(-c2ccco2)cc(C(F)(F)F)n1	i	16
CN(C)CCNc1c(N)c(=O)oc2ccccc12	1%	9
Cc1cccc(N(CC(=O)NC2CC3CCC2C3)S(=O)(=O)c2ccccc2)c1 (centres undefined)	21µM*	-13*
COc1ccccc1OCCCC(=O)Nc1ccc([N+](=O)[O-])cc1Br	?	nt
CCCCOC(=O)C1=C(C)Nc2ncnn2C1c1cc(OC)c(OC)cc1OC (centres undefined)	?	nt
CC(C)(C)c1ccc(OCCOc2ccc(C(C)(C)C)cc2NC=O)c(NC=O)c1	?	nt
Cc1ccc2cc(C#N)c(SCc3nnc(-c4ccccc4[N+](=O)[O-])o3)nc2c1	?	nt
O=C(c1cnn2c(C(F)(F)F)cc(-c3ccco3)nc12)N1CCCc2ccccc21	?	nt
CN(C)c1ccc(N/C=C/C(=O)C(C)(C)C)cc1	i	-8
COc1ccc2[nH]c(=O)c(CN(C(C)=O)c3ccc(C)c(C)c3)cc2c1	?	nt
COCCNc1nc(=S)[nH]c2cc(OC)c(OC)cc12	-3%	-33
COc1cccc2sc(N(CCCN(C)C)C(=O)COc3ccc(Cl)cc3)nc12	1%	-1
COc1ccc(N2CC(C(=O)NC3CCSC3=O)CC2=O)cc1 (centres undefined)	?	nt
Cc1cc(/C=N/NC(N)=O)c(C)n1-c1ccc(F)cc1	6%	16
CC(C)(C)c1ccc(OC(=O)c2cccnc2)cc1	?	nt

Six of the compounds above, in CSV form:
Molecule,Lipid storage S3,Lipid storage S3 cell count max
COc1cccc2sc(N(CCCN(C)C)C(=O)COc3ccc(Cl)cc3)nc12,1%,-1
CN(C)c1ccc(N/C=C/C(=O)C(C)(C)C)cc1,i,-8
CC(C)(C)c1ccc(OC(=O)c2cccnc2)cc1,?,nt
CC(C)(C)c1ccc(OCCOc2ccc(C(C)(C)C)cc2NC=O)c(NC=O)c1,?,nt
COCCNc1nc(=S)[nH]c2cc(OC)c(OC)cc12,-3%,-33
Cc1ccc2cc(C#N)c(SCc3nnc(-c4ccccc4[N+](=O)[O-])o3)nc2c1,?,nt

Continued:
SMILES	Lipid storage S3	Lipid storage S3 cell count max
COc1cc(C)c(NC(=O)C(=S)NCCc2ccccc2)cc1C	?	nt
N#Cc1c(C(F)(F)F)cc(-c2ccccc2)nc1SCc1nc(N)nc(N2CCOCC2)n1	?	nt
O=S(=O)(c1cc(F)ccc1F)N1CCN(c2ncccn2)CC1	?	nt
Cc1cccc(NC(=O)C2CCN(C(=O)NC3CCCCC3)CC2)c1	i	-3
CC(C)[C@H](Nc1ccc(S(=O)(=O)N2CCOCC2)cc1[N+](=O)[O-])C(=O)OCC(=O)N(C(C)C)C(C)C	?	nt
COc1ccc(CNC(=O)CS(=O)Cc2nc(-c3ccc(OC)c(OC)c3)oc2C)cc1 (centres undefined)	?	nt
O=c1cc(N2CCc3ccccc32)[nH]c(=O)n1-c1ccc(Cl)cc1	-2%	nt
COC(=O)c1ccc(CSc2nnc(CS(=O)Cc3ccc(Br)cc3)n2-c2ccccc2)cc1 (centres undefined)	1%	2
CC(=O)N(C)c1ccc(NC(=O)/C=C/c2ccccc2Cl)cc1	?	nt
CC(C)(C)OC(=O)N1CCN(C(=O)Cn2cc(CCO)nn2)CC1	3%	5
Cc1ccccc1N1CCN(S(=O)(=O)N(C)C)CC1	?	nt
CSCC[C@H](NC(=O)N1C[C@H]2C[C@@H](C1)c1cccc(=O)n1C2)C(=O)Nc1ccc(NC(C)=O)cc1	-28%	25
CC(=O)N1CCc2cc(S(=O)(=O)NC(C(=O)NCc3ccccc3)C(C)C)ccc21 (centres undefined)	i	nt
Cc1cccc(CS(=O)(=O)Cc2ccc(C(=O)O)o2)c1	18%	6
CCCc1ccc(S(=O)(=O)N2CCN(C(C)C(=O)NCc3ccccc3)CC2)cc1 (centres undefined)	?	nt
COC(=O)c1cc(N=Nc2sc(N)nc2C)cc(C(=O)OC)c1	-22%	1
CNCC(O)c1ccc(O)c(O)c1 (centres undefined)	?	nt
CCOC(=O)c1ccc(Cl)c(S(=O)(=O)N2CCCC2)c1	15%	2
C=CCNC(=S)N/N=C/c1ccc(-c2cc(Cl)ccc2Cl)o1	-4%	-28
NC(=O)c1nn(Cc2ccccc2)c(=O)c2ccccc12	?	nt
COc1ccc(C(=O)Nc2cc3c(cc2C(=O)O)OCCCO3)c(OC)c1	?	nt
Cc1ccc(C(=O)N/C(=C\c2cn(C)c3ccccc23)C(=O)NCCCN2CCOCC2)cc1	?	nt
COc1ccc(NS(=O)(=O)c2ccc(O)c(C(=O)OCC(=O)NC(C)C3CC4CCC3C4)c2)cc1 (centres undefined)	i	nt
CCc1ccc(NC2=NCC(=O)N2c2ccc3c(c2)OCCO3)cc1	?	nt
COc1ccc(C2(C)NC(=O)N(CC(=O)NCc3ccccc3)C2=O)cc1OC (centres undefined)	?	nt
COc1ccc2c(=O)c(C(=O)NCc3ccccc3)c[nH]c2c1	?	nt
CCC(C(=O)c1ccccc1)N(C(=O)c1ccccc1Cl)N1C(=O)C2C3C=CC(C3)C2C1=O (centres undefined)	11%	nt
COc1cc(NC(=S)N2CCN(C(c3ccccc3)c3ccccc3)CC2)cc(OC)c1	?	nt
CCC(=O)Nc1ccc(Nc2nc(Cl)nc(Nc3ccc(NC(=O)CC)cc3)n2)cc1	?	nt
O=C(O)/C=C/C(=O)N1CCN(c2ccc(F)cc2)CC1	?	nt
COC(=O)c1ccccc1S(=O)c1snnc1C (centres undefined)	?	nt
CCN(CC)c1nc(Nc2ccccc2)nc(Oc2ccc(=O)n(C)n2)n1	?	nt
Cc1nc(CNC(=O)CC2C(=O)NCCN2Cc2ccc(F)cc2)cs1 (centres undefined)	-3%	20
CCn1c(SCC(=O)N2CCCCC2C)nc2c1c(=O)n(C)c(=O)n2C (centres undefined)	?	nt
CCc1c(C(=O)N/N=C/c2ccc(C)o2)csc1C	1%	-2
Cc1noc(C)c1S(=O)(=O)Nc1ccc(C(=O)N2CCN(c3ccc(Cl)cc3)CC2)cc1	?	nt
O=c1cc(-c2ccccc2)c2ccccc2[nH]1	?	nt
CCCOc1ccc(N2CC(C(=O)NCCc3ccc(OC)c(OC)c3)CC2=O)cc1 (centres undefined)	?	nt
CCOc1ccc(N2C(=O)CC(SC(=NC)Nc3cccc(F)c3)C2=O)cc1 (centres undefined)	?	nt
COc1ccc(Nc2nc(C)cc(=O)[nH]2)cc1	i	24
Cc1ccccc1NC(=O)N1CCCN(c2ccc(C#N)cn2)CC1	?	nt
COCCn1c(SCC(=O)Nc2cccc(NC(C)=O)c2)nc2c([nH]c3ccccc32)c1=O	-17%	-11
NS(=O)(=O)c1ccc(N/N=C/c2cn(-c3ccccc3)nc2-c2cccs2)c([N+](=O)[O-])c1	?	nt
Cc1c(C(=O)Nc2c(F)cccc2F)sc2ncn(CC(=O)N3CCCCC3)c(=O)c12	i	3
Cc1c(NC(=O)c2ccccc2N)cccc1C(=O)O	?	nt
CC(C)(C)N(Cc1ccccc1)C(=O)c1cc2ccccc2o1	i	nt
CC(C)n1nc(C(=O)NCCCN2CCCC2=O)c2ccccc2c1=O	-17%	-5
CN(C)CCOCCOc1ccc(Cl)cc1Br	0%	-1
CCOCCCNC(=O)CN1C(=O)COc2ccc(S(=O)(=O)N3CC(C)CC(C)C3)cc21 (centres undefined)	14%	-18
Cc1c(-c2cc(C(=O)O)c3ccccc3n2)cnn1C	-21%	0
Further results follow.
SMILES	Lipid storage S3	Lipid storage S3 cell count max
CC1(C)OCC(C2CC(c3ccccc3)NS(=O)(=O)O2)O1 (centres undefined)	?	nt
Cc1nc(N2N=C(c3ccc(Cl)cc3)CC2c2ccco2)sc1C(=O)N(C)C (centres undefined)	-4%	9
COC(=O)c1nc(-c2ccc(C)cc2)oc1N(C)C	?	nt
O=C(NCc1ccco1)c1cnn2c(C(F)(F)F)cc(-c3cccs3)nc12	?	nt
Cc1nccc(-c2sc(-c3cccs3)nc2C)n1	-17%	10
CC(=O)c1cccc(OC(=O)C2=CC=CN3CCS(=O)(=O)N=C23)c1	11%	-5
CCCCNC(=O)c1onc(CSc2ccc(F)cc2)c1C(=O)NCCCC	?	nt
O=C(O)CCCC(=O)N1CCN(c2nc(-c3ccccc3)c3ccccc3n2)CC1	5%	-4
Cc1cc(C)c(C2=CC(=O)C[C@H](c3ccc4c(c3)OCO4)C2)c(C)c1	?	nt
CS(=O)(=O)c1nc(S(=O)(=O)c2ccc(Cl)cc2)c(N2CCC(O)CC2)s1	20%	4
O=c1cc(CN2CCN(Cc3ccccc3)CC2)c2ccc(O)c(O)c2o1	?	nt
CN(C)c1ccc(/C=[N+](\[O-])C2N(c3ccccc3)C(=S)SC2(C)C)cc1 (centres undefined)	?	nt
Cc1ccc(C(=O)NC2CCS(=O)(=O)C2)cc1S(=O)(=O)N1CCCCCC1 (centres undefined)	?	nt
CCCN1Cc2cccc(C(=O)NCc3ccccc3OC)c2C1=O	?	nt
CCC[C@@H]1C[C@@H](C(=O)N[C@H]([C@@H](C)O)[C@H]2O[C@H](SC)[C@H](O)[C@@H](O)C2O)N(C)C1 (some centres undefined)	7%	13
Cc1cc(Cl)ccc1OCCCC(=O)OCC(=O)Nc1cccc(S(N)(=O)=O)c1	?	nt
Cc1cc(C(=O)NC2CCCc3c2cnn3-c2ccc(C(C)(C)C)cc2)nn1C (centres undefined)	?	nt
O=Cc1ccc(OCC(=O)NCC2CCCO2)cc1 (centres undefined)	?	nt
Cc1ccc(C)c(OCCC(=O)OCC(=O)c2ccc3c(c2)NC(=O)CO3)c1	0%	1
COc1ccc(-c2noc(CNC(=O)c3ccc4c(c3)OCO4)n2)cc1	?	nt
COc1ccc(NC(=O)CCN2CCOCC2)c(OC)c1	25%	22
CCCCCC(=O)Nc1ccc(-c2nnc3n2CCCCC3)cc1	?	nt
O=C(O)C1=C[C@@H](c2ccccc2)C[C@@H](OCc2ccc(CO)cc2)O1	-22%	10
CCOC(=O)c1[nH]c2ccc(OC)cc2c1NC(=O)CCN1CCc2ccccc2C1	?	nt
Cc1ccc(NC(=O)CC2SCCNC2=O)cc1Cl (centres undefined)	?	nt
CN(C(=O)CSc1nnc(COc2ccccc2F)n1N)C1CCCCC1	?	nt
